LEDGF integ inh: blocks HIV-1 LEDGF/p75-dependent DNA integration. TR-FRET IN-LEDGF/p75 DNA integration, Eu/Cy5. inhibition, % at 3.7 µM. 370,000 tested, 0.64% active. AID 743269;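 active = inhibition above the screen-wide mean plus 3 SD, cut at about 13% in these data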;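 also: signal is the Cy5 over europium emission ratio at 671 and 618 nm; 0% = plate median of compound wells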
PRMT1 FP inh: PRMT1 (human) inhibition, primary screen. Q99873. recombinant PRMT1, activity-based probe fluorescence polarization. inhibition, % at 2.79 µM. 370,000 tested, 1.3% active;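 active = inhibition above about 21% made by adding two undisclosed values, limit read from the data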
Target sequence (Q99873 whole entry, looked up): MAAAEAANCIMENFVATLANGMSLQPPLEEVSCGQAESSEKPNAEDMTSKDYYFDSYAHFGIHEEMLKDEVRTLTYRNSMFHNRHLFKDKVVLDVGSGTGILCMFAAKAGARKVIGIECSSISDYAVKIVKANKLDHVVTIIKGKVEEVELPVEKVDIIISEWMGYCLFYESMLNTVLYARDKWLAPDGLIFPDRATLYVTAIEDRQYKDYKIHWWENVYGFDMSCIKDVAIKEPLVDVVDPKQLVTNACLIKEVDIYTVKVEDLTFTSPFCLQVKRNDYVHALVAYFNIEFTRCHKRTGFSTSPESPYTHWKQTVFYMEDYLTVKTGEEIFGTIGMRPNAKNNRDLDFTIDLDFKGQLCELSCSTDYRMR
SIAE primary: inhibitors of human sialic acid acetylesterase SIAE; AID 1053197; Q9HAT2; 370,000 tested, 0.69% active; SIAE FP-Rh probe binding, fluorescence polarization; inhibition, % at 9.66 µM;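 active = inhibition above a cutoff: mean of compounds within the control limits plus 3 SD of those, cut at about 17% in these data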;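 also: 0% = plate median of compound wells and 100% = probe without SIAE protein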
TCR CD3 inh: inhibitors of human TCR-CD3 interaction. AID 651800. TAMRA-labeled TCR probe fluorescence, biochemical. inhibition, % at 9.4 µM. 360,000 tested, 0.37% active; in the data active = inhibition above about 19%;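 also: recombinant mutant TCR 2C K166C tagged with TAMRA read by polarization; 0% = receptor in buffer alone and 100% = receptor with positive control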
Rev-erbA mod: modulators of human Rev-erb alpha DNA binding | P20393 | Rev-erbα–FITC-DNA binding, fluorescence polarization, 90 min | activity, % at 10 µM | 370,000 tested, 0.79% active | AID 1259318;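 active = activity above about 14%, limit read from the data; passing the limit was not always enough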;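 also: 0% = DMSO wells with 35 nM protein and 100% = DMSO wells with 750 nM protein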
rCAG RNA binder: molecules binding r(CAG) RNA repeats. r(CAG) RNA repeat, TO-PRO-1 dye displacement fluorescence. AID 651821. 370,000 tested, 1.3% active. inhibition, % at 3 µM;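 active = inhibition above the plate cutoff, the mean of all test compounds on that plate plus 3 SD, cut at about 35% in these data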;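 also: 0% = DMSO alone and 100% = 100 µM mitoxantrone as full dye displacement; higher means more dye released from RNA so lower well fluorescence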
ABHD4 inh: inhibits mouse alpha/beta hydrolase domain 4 | Q8VD66 | purified mABHD4, FP-Rh probe fluorescence polarization | inhibition, % at 8.92 µM | 370,000 tested, 0.54% active;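 active = inhibition exceeding the mean over every tested compound plus 3 SD, cut at about 30% in these data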;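 also: 0% = plate median of compound wells and 100% = S159A mutant with DMSO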
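Assay system: wild-type mouse ABHD4 protein; compound: single nominal dose of 8.92 µM, 0.89% DMSO final; schedule: 45 min + 60 min at 25 °C; measured by: FP readout, ex 525 nm / em 598 nm; evaluation: % inhibition of FP-Rh probe binding versus controls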
HTRA1 inh: inhibitors of human serine peptidase HTRA1. AID 504803. 340,000 tested, 0.5% active. recombinant HTRA1, FP-rhodamine activity-based probe, fluorescence polarization. Q92743. inhibition, % at 5.96 µM; in the data active = inhibition above about 36%;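 also: 0% = enzyme with DMSO and 100% = wells lacking enzyme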
Target sequence (Q92743 whole entry, looked up): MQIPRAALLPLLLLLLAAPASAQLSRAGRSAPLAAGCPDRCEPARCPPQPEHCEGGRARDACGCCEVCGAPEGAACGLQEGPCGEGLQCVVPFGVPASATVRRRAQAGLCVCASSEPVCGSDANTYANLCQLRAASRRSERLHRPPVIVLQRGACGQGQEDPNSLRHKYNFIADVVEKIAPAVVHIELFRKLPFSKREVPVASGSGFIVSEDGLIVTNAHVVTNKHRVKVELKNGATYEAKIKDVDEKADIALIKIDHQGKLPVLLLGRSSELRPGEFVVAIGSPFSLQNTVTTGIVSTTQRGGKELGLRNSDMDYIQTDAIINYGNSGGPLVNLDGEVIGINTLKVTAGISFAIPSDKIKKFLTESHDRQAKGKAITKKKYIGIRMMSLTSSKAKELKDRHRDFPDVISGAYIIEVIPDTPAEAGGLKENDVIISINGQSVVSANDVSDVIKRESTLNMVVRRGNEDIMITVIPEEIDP
TDP2 absorb: TDP2 (human) inhibition, absorbance primary screen. O95551. recombinant TDP2, T5PNP hydrolysis, p-nitrophenol absorbance 415 nm. inhibition, % at 12.8 µM. 370,000 tested, 0.34% active. AID 720702;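 active = inhibition above the mean of all tested compounds plus 3 SD, set per campaign, cut at about 25% in these data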;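 also: 0% = DMSO with enzyme and 100% = buffer with substrate but no TDP2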
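System – recombinant human TDP2 · Quantity – TDP2 enzyme at 120 nM final · Doses – single concentration, 12.8 µM nominal, with 1% DMSO · Incubation – 2 h at 37 °C · Measured by – epi absorbance of p-nitrophenol freed from T5PNP by hydrolysis · Read-out – % inhibition relative to enzyme-containing and enzyme-free wells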
PG9 Ab binder: small molecules binding HIV-1 gp120 antibody PG9; 360,000 tested, 0.43% active; AID 624416; TR-FRET gp120-PG9 antibody binding; inhibition, % at 6.7 µM; in the data active = inhibition above about 8.5%
* marks the source's active call; other numbers are inactive results; . = no result given. Not all compounds are listed; rates above refer to the full screens.

SMILES	LEDGF integ inh	PRMT1 FP inh	SIAE primary	TCR CD3 inh	Rev-erbA mod	rCAG RNA binder	ABHD4 inh	HTRA1 inh	TDP2 absorb	PG9 Ab binder
O=[N+]([O-])c1ccc(N2CCCC2)c2ccncc12	-3	1	4	-5	36*	3	7	4	-5	-6.5
CC(=O)NCC1=C(c2ccc(S(C)(=O)=O)cc2)C[C@@H]2CC[C@H]1N2CCOc1ccccc1	-3	0	5	9	8	-1	5	.	5	1.0
CN(C)C(=O)Oc1c(Cl)cc(Cl)c2ccccc12	-2	-1	3	9	4	-3	3	-7	4	-1.5
O=C(CCN1CCOCC1)NCC(=O)Nc1ccc(Br)cc1C(=O)c1ccccc1	-4	-2	-4	6	0	-5	0	2	-8	1.7
COc1cccc(C2(O)CCN(Cc3ccncc3)CC2)c1	-1	0	2	5	-2	-7	3	-4	4	0.2
CN1CCC(c2c[nH]c3ccccc23)C1 (stereo not given)	2	-2	-5	23*	1	3	3	4	1	-0.5
CCOC(=O)C1C(=O)NC2(C)CC1c1cc(OC)ccc1O2 (stereo not given)	2	-3	8	2	0	-1	-1	1	-3	1.0
COc1cccc(CNCCc2cccc(F)c2)c1OC	1	6	-7	0	2	13	14	4	0	1.9
O=C(NCc1ccc(C(=O)N2CCC3(CC2)OCCO3)cc1)c1cccc(Br)c1	-1	-4	-3	3	-2	3	4	1	-5	-0.5
O=C(c1csc2c1CCCCC2)N1CCC2(CC1)OCCO2	1	3	-8	-3	-2	-3	-10	-2	-14	-2.9
Cc1cccc(N/N=C/c2c(O)[nH]c(=S)[nH]c2=O)c1	2	5	0	-3	7	6	9	1	7	-7.6
O=C(c1ccc(Br)cc1)C12CN3CN(CN(C3)C1)C2	-3	3	-1	0	4	-2	5	-2	0	-0.7
COC(=O)NC(=S)Nc1ccccc1NC(=S)NC(=O)OC	3	9	-3	-3	6	0	-12	-1	-2	-0.8
CCOP(=O)(OCC)Oc1cc(C)c(N(C)C)c(C)c1	1	2	1	6	-4	-7	0	3	17	0.2
Clc1ccc2c(c1)C(c1ccccc1Cl)=NCc1nncn1-2	2	2	2	2	5	-2	-1	4	5	1.6
COc1ccc2c(c1)c(CCN)c(C)n2Cc1ccccc1	-2	-3	9	-1	0	11	-3	15	5	-0.1
COc1cc2c(cc1OC)-c1c3c(cc4c1[C@@H](C2)N(C)CC4)OCO3	16*	-2	6	3	15*	1	10	10	56*	-8.1
Cc1[nH]c2ccc(OC(F)(F)F)cc2c1CCNCc1ccc(Cl)cc1	-1	5	8	-2	-4	2	42*	13	-7	-0.2
O=C(O)c1ccc(/C=C/c2nc3ccccc3c(=O)n2-c2ccc(Br)cc2)cc1	5	-9	-3	2	0	18	-9	-12	2	-1.2
CC1CCC2[C@@H](C)C(=O)OC3O[C@]4(C)CCC1C32OO4 (stereo not given in full)	-1	-2	0	8	0	-2	0	1	9	-0.4
C=C1C2C[C@@]3([C@@H]1O)[C@@H](C[C@@H]2O)[C@@]12C4[C@@H]3C[C@@H]1[C@@](C)(CC[C@@H]2O)CN4CC	-1	-6	3	7	2	1	-1	-4	1	0.3
Cc1cc(C)c(Cn2c(C(=O)O)c(C=O)c3ccccc32)c(C)c1	4	-4	-15	-1	-1	15	7	3	-10	-1.8
CN1C(=O)N(C)C(=O)C(CCc2ccncc2)(Cc2ccc3c(c2)OCO3)C1=O	-2	-3	7	5	-7	-6	-3	-1	-4	-0.4
O=C(CN1C(=O)CCSc2ccccc21)N1CCC2(CC1)OCCO2	-3	0	-1	-4	-5	-2	0	2	8	-0.8
O=[N+]([O-])c1cc(S(=O)(=O)c2ccc(O)c([N+](=O)[O-])c2)ccc1O	17*	13	2	8	-5	38*	40*	10	-17	-2.7
CCOC(=O)C(C)Oc1cc(C)cc2oc(=O)c3c(c12)CCCC3 (stereo not given)	4	1	0	-6	4	-1	4	-7	1	-0.5
C[C@]12CCC3C(C[C@@H](O)[C@H]4C[C@@H](O)CC[C@]34C)C1CC[C@@H]2O (stereo not given in full)	3	-1	1	-9	-1	-2	1	3	2	0.8
Clc1cc(I)cc(Cl)c1NC1=NCCN1	-2	0	2	-5	-5	2	8	7	1	-1.7
COc1ccc(OC(=O)N(C)C[C@@H]2OCc3cnnn3CCCC(=O)N([C@H](C)CO)C[C@@H]2C)cc1	2	5	4	-3	-1	-2	8	3	3	-2.1
Cc1cc(C(=O)CS(=O)c2ccc(F)cc2)cc(C)c1OC(=O)N(C)C (stereo not given)	-5	2	-8	-4	11	-6	3	3	-1	-0.9
COc1cc(N2C(=O)CC(=O)NC2=O)cc(OC)c1OC	-5	4	1	5	7	-1	5	6	1	-0.6
O=c1c2ccccc2nc(/C=C/c2ccc([N+](=O)[O-])o2)n1-c1ccc(O)cc1	8	9	-7	-7	-3	12	-8	.	-2	1.4
Cc1ccc([N+](=O)[O-])cc1	-1	3	-5	0	-5	0	-2	-1	6	-2.7
CC1(C)C(C(=O)N2CCN(C(=O)c3ccccc3)CC2)C1(C)C	0	5	-1	2	0	-5	-4	5	15	-0.7
Cc1ccc(CN2CCCC(C(=O)c3cccc(C(F)(F)F)c3)C2)o1 (stereo not given)	3	-3	-1	7	0	-11	4	0	-4	-1.5
COc1ccccc1-n1c(/C=C/c2ccccn2)nc2ccccc2c1=O	-1	0	1	-8	-5	3	-2	2	5	0.4
CN1CCN(c2ccc(/C=C3\C(=O)NC(=S)N(c4cccc(Br)c4)C3=O)o2)CC1	-4	1	-52	-19	8	27	-18	-21	-6	-4.2
O=C1NC(=O)C(=CN2CCc3ccccc32)C(=O)N1	2	9	3	2	-3	-7	7	7	21	-1.4
Cc1ccccc1N1C(=O)NC(=O)/C(=C\c2cnn(-c3ccccc3)c2)C1=O	-4	8	-10	-10	-1	14	-15	-12	-1	1.4
C=CCn1c(O)c(C(C)=O)c(=O)[nH]c1=O (tested in a mixture with another compound)	-1	3	2	-6	-1	1	2	-2	14	2.5
CC(C)(C)N1C(=O)NC(=O)/C(=C\c2ccc3c(c2)CCN3CCCCl)C1=O	1	3	-12	-5	4	16	7	10	19	-5.8
COC(=O)C1=C(c2cc3ccccc3o2)C[C@@H]2CC[C@H]1N2C(=O)N1CCCCC1	1	-3	6	3	1	-6	-10	-19	-2	-0.6
CC=C(C)C1(CCC)C(=O)NC(=S)NC1=O	1	-2	-2	2	-1	2	-4	3	-3	-1.9
Cc1ccccc1N1C(=O)NC(=O)/C(=C\c2ccc3c(c2)CCCN3Cc2ccccc2)C1=O	3	-1	-28	-13	-4	5	1	-12	-1	-0.8
CC1CC(C)OP(=O)(OCCC#N)O1 (stereo not given)	1	4	2	-3	3	3	-8	4	0	0.5
CCCCc1ccc2[nH]cc(CCN)c2c1	-3	0	2	4	3	17	5	14	3	-2.2
CN(C)/C=C/C(=O)C(Cl)(Cl)Cl	-3	1	-3	1	6	-1	3	5	2	-1.7
Cc1c(C)c2ccc(OCC(=O)N3C[C@H]4C[C@@H](C3)c3cccc(=O)n3C4)cc2oc1=O	-3	2	4	12	-4	-1	0	-2	-3	-2.1
COc1ccc(CNCCc2ccccc2F)c(OC)c1C	-4	4	-3	-6	1	1	10	11	-12	-1.7
CCN1CCC(N(C)C2CCCCC2)CC1	-3	4	-2	-6	-1	-3	8	5	3	0.7
C=CC[C@@H](C)CC(=O)C(CCCN=[N+]=[N-])SOOc1ccccc1 (stereo not given in full)	1	0	3	-1	4	-5	-3	-10	-8	-3.2
COc1ccc(C(CNC(=O)Cc2ccc(Cl)c(Cl)c2)N2CCCCC2)cc1 (stereo not given)	2	-4	-6	-3	0	-8	6	2	-8	-5.1
COC1=CCC2([N+](=O)[O-])CN(C)CC1([N+](=O)[O-])C2 (stereo not given)	0	-3	-1	6	-3	-3	2	5	-3	-0.6
C#C[C@]1(O)CCC2C3C(=O)C=C4C=CCC[C@]4(C)C3CC[C@@]21C (stereo not given in full)	-5	8	-5	-5	-3	1	-8	.	-12	0.1
O=C(Cn1c(NCCCl)nc2ccccc21)c1ccc(Br)cc1	-3	4	-2	-6	2	-3	9	4	-10	1.2

For convenience, 14 of the compounds above:
SMILES	LEDGF integ inh	PRMT1 FP inh	SIAE primary	TCR CD3 inh	Rev-erbA mod	rCAG RNA binder	ABHD4 inh	HTRA1 inh	TDP2 absorb	PG9 Ab binder
COC(=O)C1=C(c2cc3ccccc3o2)C[C@@H]2CC[C@H]1N2C(=O)N1CCCCC1	1	-3	6	3	1	-6	-10	-19	-2	-0.6
CC=C(C)C1(CCC)C(=O)NC(=S)NC1=O	1	-2	-2	2	-1	2	-4	3	-3	-1.9
Cc1ccccc1N1C(=O)NC(=O)/C(=C\c2ccc3c(c2)CCCN3Cc2ccccc2)C1=O	3	-1	-28	-13	-4	5	1	-12	-1	-0.8
CC1CC(C)OP(=O)(OCCC#N)O1 (stereo not given)	1	4	2	-3	3	3	-8	4	0	0.5
CCCCc1ccc2[nH]cc(CCN)c2c1	-3	0	2	4	3	17	5	14	3	-2.2
CN(C)/C=C/C(=O)C(Cl)(Cl)Cl	-3	1	-3	1	6	-1	3	5	2	-1.7
Cc1c(C)c2ccc(OCC(=O)N3C[C@H]4C[C@@H](C3)c3cccc(=O)n3C4)cc2oc1=O	-3	2	4	12	-4	-1	0	-2	-3	-2.1
COc1ccc(CNCCc2ccccc2F)c(OC)c1C	-4	4	-3	-6	1	1	10	11	-12	-1.7
CCN1CCC(N(C)C2CCCCC2)CC1	-3	4	-2	-6	-1	-3	8	5	3	0.7
C=CC[C@@H](C)CC(=O)C(CCCN=[N+]=[N-])SOOc1ccccc1 (stereo not given in full)	1	0	3	-1	4	-5	-3	-10	-8	-3.2
COc1ccc(C(CNC(=O)Cc2ccc(Cl)c(Cl)c2)N2CCCCC2)cc1 (stereo not given)	2	-4	-6	-3	0	-8	6	2	-8	-5.1
COC1=CCC2([N+](=O)[O-])CN(C)CC1([N+](=O)[O-])C2 (stereo not given)	0	-3	-1	6	-3	-3	2	5	-3	-0.6
C#C[C@]1(O)CCC2C3C(=O)C=C4C=CCC[C@]4(C)C3CC[C@@]21C (stereo not given in full)	-5	8	-5	-5	-3	1	-8	.	-12	0.1
O=C(Cn1c(NCCCl)nc2ccccc21)c1ccc(Br)cc1	-3	4	-2	-6	2	-3	9	4	-10	1.2

Source: PubChem
